Compound activity (PubChem BioAssay)
GSH fluor: compound fluorescence on glutathione beads, profiling panel, artefact control, biophysical, 488/530 nm, flow cytometry | GSH beads flow cytometry, compound fluorescence 488/530 nm; hits give high values | fluorescence (KMESF) at 10 µM | 190,000 tested, 0.25% active; in the data active means fluorescence above about 89;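 further: glutathione beads carrying GST-tagged Bcl family fusion proteins plus one bare bead set; values are compound well signal with DMSO vehicle wells as background; inactives centre near 16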
Rac1 wt GTP bind: wildtype Rac1 GTP binding modulators, primary screen, biochemical, GST-Rac1 beads, flow cytometry, multiplex | Ras-related C3 botulinum toxin substrate 1 (Homo sapiens), P63000 | fluorescent GTP binding; actives lie on both sides; 0 = cold GTP competed, 100 = untreated | GTP binding activity (% of control), % at 10 µM | 190,000 tested, 0.27% active | AID 757, 2007;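 active means GTP binding activity at least 20 points away from the 100% control level, either lower or higher; inconclusive means compound flagged as likely green fluorescent, judged across all proteins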
Rab2 wt GTP: modulators of GTP binding to Rab2A wildtype, primary screen, biochemical, dog, bead-based flow cytometry, multiplex; Ras-related protein Rab-2A (Canis lupus familiaris), P61105; GST-Rab2 wt beads, Bodipy-GTP binding; GTP binding activity, % at 10 µM; 190,000 tested, 0.19% active; AID 760, 2007;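 active means GTP binding activity at least 20 points away from 100%, either lowered or raised; inconclusive means signal likely due to the compound's own green fluorescence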;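 further: 0% = beads with excess unlabeled GTP and 100% = no-compound control corrected for plate trend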
Avidin bead fluor: green autofluorescence of compounds with avidin beads – biophysical, 488/530 nm, flow cytometry, artefact control, profiling panel | 220,000 tested, 0.38% active | fluorescence (KMESF) at 10 µM | compound fluorescence 488/530 nm; hits give high values; in the data active means fluorescence above about 47; further: inactives centre near 10
Mcl1 Noxa PPI: Mcl-1/Noxa binding inhibitors, primary screen, biochemical, TR-FRET, 1536-well | 220,000 tested, 1.5% active | Induced myeloid leukemia cell differentiation protein Mcl-1 (Homo sapiens), Q07820 | AID 1022, 2008 | TR-FRET Mcl-1/Noxa peptide binding, 2 h | inhibition, % at 21.7 µM;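 active means compounds that cut the protein-peptide binding signal by more than 50% relative to plate controls in a single-dose test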;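 further: His-tagged Mcl-1 with rhodamine Noxa BH3 peptide and terbium anti-His antibody; 0% = Mcl-1 plus Noxa peptide wells and 100% = peptide-only wells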
Target sequence (Q07820 whole entry, looked up): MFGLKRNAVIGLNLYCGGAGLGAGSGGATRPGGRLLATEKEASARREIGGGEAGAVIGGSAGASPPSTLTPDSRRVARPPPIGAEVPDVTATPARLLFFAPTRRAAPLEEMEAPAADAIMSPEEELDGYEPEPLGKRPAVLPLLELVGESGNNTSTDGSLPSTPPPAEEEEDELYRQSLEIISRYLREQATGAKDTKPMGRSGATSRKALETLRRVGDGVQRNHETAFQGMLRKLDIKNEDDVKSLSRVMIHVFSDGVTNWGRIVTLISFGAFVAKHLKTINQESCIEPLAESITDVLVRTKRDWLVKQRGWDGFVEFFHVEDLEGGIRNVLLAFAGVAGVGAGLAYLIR
Cdc42 wt: modulators of GTP binding to wildtype Cdc42, primary screen, biochemical, multiplex bead flow cytometry, Bodipy-GTP | 190,000 tested, 0.2% active | GST-Cdc42 beads; actives lie on both sides | percent activity (GTP binding), % at 10 µM | AID 761, 2007;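 active means percent activity GTP binding at least 20 points away from the 100% baseline, either down as inhibitor or up as activator; inconclusive means compound flagged as likely green fluorescent from well-wide comparison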;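 further: median bead fluorescence of bound Bodipy-FL-GTP at 100 nM; 0% = excess unlabeled GTP control and 100% = no compound control; below 100% means less GTP binding so inhibitor and above means activator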
Target sequence (P60953 whole entry, looked up): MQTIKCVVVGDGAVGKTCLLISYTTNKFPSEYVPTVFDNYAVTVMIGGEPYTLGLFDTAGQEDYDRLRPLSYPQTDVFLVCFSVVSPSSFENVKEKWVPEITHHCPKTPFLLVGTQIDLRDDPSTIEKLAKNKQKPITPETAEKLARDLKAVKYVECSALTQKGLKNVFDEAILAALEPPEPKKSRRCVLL
Mcl1 Bid PPI: Mcl-1/Bid binding inhibitors, primary screen, biochemical, TR-FRET, 1536-well; 220,000 tested, 0.97% active; inhibition, % at 21.7 µM; AID 1021, 2008; Induced myeloid leukemia cell differentiation protein Mcl-1 (Homo sapiens), Q07820; TR-FRET Mcl-1/Bid-Dy647 peptide binding;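 active means compounds that cut the binding signal by more than half at the single screening dose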;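 further: His-tagged Mcl-1 with europium anti-His antibody binding Bid BH3 peptide; 0% = Mcl-1 plus peptide wells and 100% = peptide-only wells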
Pf gamet viab: late stage P. falciparum gametocyte viability inhibitors, primary screen, ATP luminescence, HTS; inhibition, % at 10.9 µM; 150,000 tested, 0.065% active; P. falciparum stage V gametocytes, 24 h; AID 743093, 2013;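 active means inhibition above the mean plus 3 SD of compounds within the control limits, set per campaign, cut at about 38% in these data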;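 further: 0% = DMSO wells and 100% = medium only without gametocytes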
HRas wt GTP bind: modulators of GTP binding to HRas wildtype, primary screen, biochemical, bead-based flow cytometry, multiplex | GST-Ras wt beads, Bodipy-FL-GTP binding; actives lie on both sides | GTP binding activity, % at 10 µM | GTPase HRas (Homo sapiens), P01112 | 190,000 tested, 0.14% active;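 active means GTP binding activity at least 20% away from the 100% baseline, either lowered as inhibitor or raised as activator; inconclusive means flagged as likely green fluorescent, judged across all proteins in the well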;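 further: 0% = unlabeled GTP competition control and 100% = no-compound control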
Target sequence (P01112 whole entry, looked up): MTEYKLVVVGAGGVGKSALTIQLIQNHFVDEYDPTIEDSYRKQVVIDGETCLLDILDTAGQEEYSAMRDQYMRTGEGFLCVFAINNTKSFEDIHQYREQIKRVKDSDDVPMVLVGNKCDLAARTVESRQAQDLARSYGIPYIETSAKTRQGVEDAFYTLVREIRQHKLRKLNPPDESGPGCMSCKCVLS
Rac1 act GTP bind: GTP binding modulators of activated mutant Rac1, primary screen, biochemical, bead-based flow cytometry, multiplex, fluorescent GTP; Ras-related C3 botulinum toxin substrate 1 (Homo sapiens), P63000; GST-Rac1 activated beads; actives lie on both sides; 100% means binding = to untreated wells; percent activity (GTP binding), % at 10 µM; 190,000 tested, 0.11% active;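 active means GTP binding at least 20 percentage points away from the 100% baseline, in either direction, so actives lie on both sides; inconclusive means Compound likely fluorescent itself, or too few beads counted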
Rab7 wt modul: modulators of GTP binding to Rab7, primary screen, biochemical, wildtype, multiplex bead flow cytometry | Rab7 GTPase wild type (dog), Bodipy-FL-GTP binding | GST-Rab7 beads, fluorescent GTP binding; actives lie on both sides; untreated = 100%, excess cold GTP = 0% | GTP binding activity (percent of control), % at 10 µM | 190,000 tested, 0.055% active | AID 758, 2007;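 active means fluorescent GTP binding to Rab7 beads changed by at least 20 points from the 100% baseline, either direction, mostly lower; inconclusive means compound itself probably fluorescent, or too few beads counted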;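 further: median green fluorescence of bound Bodipy-FL-GTP per Rab7 bead population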
An asterisk follows results filed as active; ? = inconclusive; · = not tested or not shown; & = joins results of further samples.

SMILES	GSH fluor	Rac1 wt GTP bind	Rab2 wt GTP	Avidin bead fluor	Mcl1 Noxa PPI	Cdc42 wt	Mcl1 Bid PPI	Pf gamet viab	HRas wt GTP bind	Rac1 act GTP bind	Rab7 wt modul
COc1c(F)c(F)c(C(=O)Nc2c(C)cc(Br)cc2C)c(F)c1F	22	104	98	11	-17	98	-19	-32	100	99	99
O=C(NC(=S)Nc1cc(C(F)(F)F)ccc1N1CCOCC1)c1ccc(-c2cccc(Cl)c2)o1	12	91	91	13	9	91	-37	13	91	90	94
CC(C)CCNC(=O)CN(C)S(=O)(=O)c1cccc2nsnc12	11	105	102	22	15	105	-27	·	106	97	106
CCOc1cc(S(=O)(=O)NCc2ccccn2)c(C)cc1C	35	93	94	5	9	94	-8	15	96	92	96
O=C(COC(=O)CCSc1ccccc1)Nc1ccc(F)cc1Cl	3	87	86	14	20	93	-16	4	91	87	93
COc1cccc(NC(=O)c2cccc(C)c2[N+](=O)[O-])c1	16	102	99	10	15	96	-18	-17	101	97	107
COc1ccc(NC(=O)c2ccc(-c3ccccc3)cc2)cc1S(=O)(=O)N1CCOCC1	11	99	98	19	11	98	-6	5	96	96	97
O=C(CN1CCC(n2nnc3ccccc32)CC1)NCc1cccs1	11	108	104	11	6	108	-19	-3	105	102	108
CCN(c1ccc(OC)cc1)c1ncnc2nc[nH]c12	19	105	100	7	5	100	-19	·	100	98	99
Cc1cc(C)c(-c2csc(NC(=O)COC(=O)c3ccc4c(c3)OCO4)n2)c(C)c1	12	104	100	13	-4	99	1	17	100	99	101
CCOC(=O)C1=C(C)N=c2s/c(=C/c3ccccc3)c(=O)n2C1c1ccc(OC)c(OC)c1 (stereo not given)	39	95	94	11	10	95	-46	-37	98	91	98
COc1ccc(NC(=O)Cc2c(C)n(C(=O)c3ccc(Cl)cc3)c3ccc(OC)cc23)cc1	18	100	97	10	5	100	-2	-16	99	97	98
COc1ccc(S(=O)(=O)NCCOc2ccccc2)cc1OC	37	93	96	11	-11	96	-10	5	96	97	92
COc1cccc(NC(=O)C2CCC(CNS(=O)(=O)c3cccs3)CC2)c1 (stereo not given)	12	100	95	8	-4	92	-23	·	95	94	93
Fc1cccc2sc(N3CCOCC3)nc12	29	104	98	10	5	102	-1	·	100	98	100
Cc1ccc(NC(=O)CN2CCCCCC2)cc1Br	8	99	97	24	28	100	28	-6	98	97	98
CC(C)OCC1Cn2c(nc3c2c(=O)n(C)c(=O)n3C)O1 (stereo not given)	12	100	97	10	7	95	-20	-1	101	97	104
COc1cc(C(N)=O)cc(Cl)c1OC	22	101	95	6	-13	97	1	-23	97	96	100
COC(=O)c1sccc1NC(=O)COc1ccc(Cl)cc1	12	101	99	14	-2	98	-4	-18	99	98	100
CN(C)S(=O)(=O)N1CCC(Cc2ccccc2)CC1	23	106	102	25	-9	102	-14	·	100	101	101
Cc1c(C(=O)NCc2ccc3c(c2)OCO3)oc2ccc(S(=O)(=O)N3CCCCC3)cc12	17	101	102	9	-10	104	-17	·	101	99	103
C/C(=N\NC(=S)Nc1cc(S(=O)(=O)N2CCOCC2)ccc1Cl)c1ccccc1F	7	103	95	13	-35	95	-145	·	99	95	101
COc1ccc(/C=N/Nc2ccc(C(=O)O)cc2)cc1Br	12	96	97	9	18	96	-63	·	95	93	96
O=[N+]([O-])c1ccc(N2CCCCC2)c(-c2nn[nH]n2)c1	10	92	97	23	20	93	-24	-5	96	94	103
CCC(=O)OCCn1c(=O)c2ccccc2c2ccccc2c1=O	12	99	94	3	3	96	-6	26	92	88	97
Cc1ccc(C(=O)Nc2nnc(C)s2)cc1	14	103	103	7	-3	99	-5	6	102	100	111
Cc1ccc(NC(=O)C(NC2CCCc3ccccc32)c2ccccc2)cc1Cl (stereo not given)	6	105	103	12	45	102	5	-14	103	101	104
N#CCCN1CCN(S(=O)(=O)c2ccc(S(=O)(=O)NCC3CCCO3)cc2)CC1 (stereo not given)	18	99	100	6	4	101	-14	·	100	97	102
CCOP(=O)(OCC)C(NC(=O)Nc1ccc(Cl)cc1)c1ccccc1 (stereo not given)	15	102	99	23	-2	103	-20	·	97	100	99
CC1CCCC(NC(=O)c2cccc(N3CCCC3=O)c2)C1C (stereo not given)	9	99	100	22	14	100	-9	-8	100	98	104
Cc1ccc(S(=O)(=O)Nc2cccc(N(C)S(C)(=O)=O)c2)cc1[N+](=O)[O-]	10	87	92	11	4	84	6	16	92	89	95
S=c1nc(-c2ccccc2)[nH]c2ccccc12	14	90	93	11	38	92	-68	-20	94	93	91
CN(Cc1ccon1)C(=O)CCc1nnc(Cc2ccc(-c3ccccc3)cc2)o1	11	98	97	11	1	95	-17	·	96	97	92
Cn1c(=O)c2[nH]c(N3CCN(c4ccccn4)CC3)nc2n(C)c1=O	14	97	96	12	15	94	-59	·	96	95	97
COc1cccc(OC)c1OCCCOc1cccc2cccnc12	17	97	97	12	7	95	-11	·	95	93	107
Cc1[nH]c2ccccc2c1C(=O)CSc1ncn[nH]1	59	96	97	6	16	97	-5	·	97	98	96
CCc1cc(C(=O)Nc2ccc(C)cc2Br)cs1	14	103	101	6	7	96	-3	-8	99	98	96
CN(C)CCCN1c2ccccc2Sc2ccc(Cl)cc21	21&10	103&98	97&99	8&22	39&30	97&96	1&4	·	98&98	98&98	94&98
CCc1nc2ccccc2n1Cc1ccccc1OC	13	91	93	35	-4	95	5	-13	95	92	95
COc1ccc(O)c(CNn2c(-c3ccc(Br)cc3)nc3ccccc3c2=O)c1	9	102	99	13	22	102	7	6	100	96	106
CCn1nnnc1SCC(=O)N1CCc2ccccc21	18	97	95	21	-30	96	-10	-13	97	93	96
O=C(Nc1ccccc1N1CCCCC1)c1cnccn1	13	99	98	9	2	96	-65	·	97	96	97
CC(=O)Oc1ccc2c(=O)c(N3C(=O)c4ccccc4C3=O)c(C)oc2c1	5	103	97	4	9	100	-23	·	98	100	96
Cc1[nH]nc2c1C(c1cccs1)C1=C(CCCC1=O)N2 (stereo not given)	12	97	99	13	3	93	-22	-8	100	97	100
COc1ccc(Br)cc1/C=C/C(=O)Nc1ccc(C)cc1	9	102	98	11	-1	102	-7	-14	101	97	96
Cc1sc(NC(=O)Cn2cnnn2)nc1-c1ccc(Cl)cc1	8	96	94	10	21	93	14	17	94	96	94
O=C(Nc1ccc2c3c(cccc13)CC2)c1ccco1	15	?	?	7	33	?	0	·	?	?	?
CC(=O)c1c(C)[nH]c(C(=O)N2CCN(c3ccc(F)cc3)CC2)c1C	33	105	102	16	20	102	-33	·	103	100	101
CCCCNC(=S)N(C)/N=C/c1ccc(OCC(=O)Nc2ccc(OC)cc2)c(OC)c1	9	107	101	12	23	100	-13	-26	103	102	102
CN(C)S(=O)(=O)c1ccc(N2CCOCC2)nc1	39	93	93	15	-13	95	-18	·	95	94	92
Cc1ccccc1-n1nc(C(=O)c2cccs2)cc(-c2nc3ccccc3[nH]2)c1=N	40	101	96	7	-33	98	-10	2	96	95	101
Cc1ccc2c(COC(=O)C34CC5CC(CC(C5)C3)C4)cc(=O)oc2c1	6	105	104	2	8	104	-13	·	105	103	95
C/C(=N\NC(=O)Cn1ccc(C(F)(F)F)n1)c1ccco1	21	97	98	25	1	96	-25	-29	100	98	102
c1coc(CNCc2cccs2)c1	20	106	100	7	22	101	1	5	103	101	102
O=C(Nc1ccc2nc(-c3cccnc3)[nH]c2c1)c1ccco1	25	98	95	8	34	98	-6	·	95	98	97
N#C/C(=C/c1ccco1)c1nc2ccccc2s1	6	103	95	15	15	101	8	·	94	98	100
Cc1ccc(CC(=O)Nc2ccc(OC(F)F)c(Cl)c2)cc1C	9	102	96	14	13	100	-14	14	98	99	100
Cc1cccc(Nc2nc(NCC3CCCO3)nc(N)c2[N+](=O)[O-])c1 (stereo not given)	19	106	99	15	-1	104	11	22	102	101	102
O=C(/C=C/c1ccco1)c1ccccc1O	7	93	98	8	0	94	-30	2	96	94	101
CCCCNC(=O)CCSc1nc2nc(C)cc(C)n2n1	8	103	100	22	-8	102	-52	·	103	98	103

(further entries)
SMILES	GSH fluor	Rac1 wt GTP bind	Rab2 wt GTP	Avidin bead fluor	Mcl1 Noxa PPI	Cdc42 wt	Mcl1 Bid PPI	Pf gamet viab	HRas wt GTP bind	Rac1 act GTP bind	Rab7 wt modul
O=C(O)c1ccc2c3c(cccc13)C(=O)N(c1cccc3ccccc13)C2=O	64	105	97	27	32	97	-7	-7	95	97	95
CC(=O)Nc1nnc(SCC(=O)N2CCN(Cc3ccccc3)CC2)s1	16	102	105	8	1	103	-2	-25	103	102	99
CCOc1cc(CNc2ccc(Br)cc2)cc(Br)c1OCC(=O)NC(C)(C)C	17	99	99	8	23	98	-4	·	98	99	99
CS(=O)(=O)N(CC(=O)N1CCCC1)c1cccc(Cl)c1Cl	10	109	101	21	10	106	-11	4	106	96	101
Cc1ccc2nc(Cl)c3cc(C(=O)N(CCN(C)C)Cc4ccco4)sc3c2c1	63	96	96	13	25	96	-14	-15	95	97	98
Cc1ccc(C(=O)N/C(=C\c2ccc(-c3ccc([N+](=O)[O-])cc3)o2)C(=O)NC2CCS(=O)(=O)C2)cc1 (stereo not given)	10	99	94	24	42	96	16	7	95	95	97
Cc1ccc(SCCNC(=O)/C=C/c2cccc([N+](=O)[O-])c2)cc1	12	96	91	9	8	95	-9	15	95	91	96
Cc1ccc(C2OCC3(CO2)COC(c2ccc(C)cc2)OC3)cc1 (stereo not given)	19	104	100	6	-7	101	-11	2	99	99	97
CCC(Sc1nc(-c2cccc(OC)c2)c(C#N)c(=O)[nH]1)C(=O)Nc1nnc(C(C)C)s1 (stereo not given)	10	96	94	9	21	91	4	26	94	90	101
c1ccc(N2CCN(c3ccccc3)C2c2ccncc2)cc1	14	102	97	23	5	100	-22	10	100	97	100
